Assay outcomes (PubChem)
MIN6 prolif: induces beta-cell replication in MIN6 cells; MIN6 cells proliferation, ATPlite luminescence, 48 h; cells starved in 0.2% serum; 100% = growth in 10% serum; proliferation, % at 10 µM; 330,000 compounds, 0.29% hits;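 active = compounds whose signal lies at least 3.5 SD above the mean of all wells on their plate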;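 also: 0% = DMSO-treated cells in low-serum medium and 100% = 10% serum control; some compounds called inactive have numbers as strong as hits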
TIM10 inh: inhibits growth of TIM10 yeast strain | S. cerevisiae TIM10 strain growth, BacTiter-Glo luminescence, 24 h | inhibition, % at 10 µM | 330,000 compounds, 1.4% hits | AID 463195;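 active = inhibition of 40% or more at the single tested concentration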;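 also: wild-type TIM10 isogenic control strain grown at permissive 25 °C; 0% = DMSO yeast wells and 100% = minimal medium wells without yeast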
hIAP block: blocks human intestinal alkaline phosphatase; purified IAP, CDP-Star luminescence, 30 min; inhibition, % at 10 µM; 330,000 compounds, 0.12% hits; AID 2544;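 active = inhibition reaching a set limit with compound at 10 µM in the primary screen, cut at about 35% in these data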;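 also: plate controls were DMSO wells with enzyme for no effect and no-enzyme buffer wells for full effect; values of inactives mirror those of a sister screen read the other way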
mIAP activ: mouse IAP activation; muIAP, CDP-Star luminescence, 30 min; hits give high values; 1 = vehicle-only enzyme signal, 0 = enzyme-free wells; activation factor at 10 µM; 330,000 compounds, 0.24% hits; AID 2805;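 active = activation factor of at least 2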; also: the source names both 10 and 20 µM as test concentration; values of inactives mirror those of a sister screen read the other way
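also added = chemiluminescent substrate CDP-Star | test system = mouse IAP enzyme | signal = chemiluminescence readout | compound = DMSO-dissolved test compounds | incubation = 30 min at room temperature | benchmarks = DMSO wells, no-enzyme wells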
A3A deaminase: blocks human APOBEC3A ssDNA deamination | inhibition, % at 20 µM | recombinant A3A, FAM/TAMRA ssDNA deamination fluorescence | AID 493011 | P31941 | 330,000 compounds, 0.41% hits;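 active = at least 40% inhibition at 20 µM here, with at most 30% in a related deaminase screen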;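 also: plate controls were A3A with DMSO for no effect and wells lacking A3A enzyme for full effect; some results filed as inactive read as strong as hits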
Target sequence (P31941 whole entry, looked up): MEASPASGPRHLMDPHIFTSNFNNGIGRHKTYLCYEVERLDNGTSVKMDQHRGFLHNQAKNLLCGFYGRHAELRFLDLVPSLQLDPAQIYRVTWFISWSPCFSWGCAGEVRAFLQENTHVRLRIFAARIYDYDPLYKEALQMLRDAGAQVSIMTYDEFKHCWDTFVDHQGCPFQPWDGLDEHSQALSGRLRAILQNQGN
tim10-1 inh: growth inhibitors of tim10-1 mutant yeast. S. cerevisiae tim10-1 ts strain growth, BacTiter-Glo, 24 h. inhibition, % at 20 µM. 330,000 compounds, 2.2% hits;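 active = inhibition of at least 40%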;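 also: mutant grown at 25 °C; 0% = DMSO wells with yeast and 100% = wells holding no yeast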
NLRP3 yeast inh: NALP3 inhibition in yeast | Yeast reconstituted NLRP3/ASC/caspase-1, beta-gal luminescence, 24 h | 330,000 compounds, 0.39% hits | inhibition, % at 10 µM;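 active = inhibition of 50% or more; inactive = inhibition below 50%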;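 also: plate controls were induced DMSO wells for no effect and uninduced yeast grown without galactose for full effect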
mIAP inh: mouse IAP inhibition; 330,000 compounds, 0.2% hits; inhibition, % at 10 µM; purified mouse IAP, CDP-Star luminescence, 30 min;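 active = inhibition of at least 40% at 10 µM in the primary screen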;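 also: plate controls were DMSO with enzyme for no effect and no enzyme wells for full effect; values of inactives mirror those of a sister screen read the other way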
A3G deaminase: blocks human APOBEC3G single-stranded DNA deamination. recombinant A3G, ssDNA deamination FAM/TAMRA fluorescence. Q9HC16. 330,000 compounds, 0.28% hits. inhibition, % at 20 µM;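 active = inhibition of at least 40% at 20 µM, with no more than 30% in the related APOBEC3A deaminase screen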;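 also: plate controls were DMSO wells with A3G for no effect and wells lacking A3G enzyme for full effect; some compounds called inactive have numbers as strong as hits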
Target sequence (Q9HC16 whole entry, looked up): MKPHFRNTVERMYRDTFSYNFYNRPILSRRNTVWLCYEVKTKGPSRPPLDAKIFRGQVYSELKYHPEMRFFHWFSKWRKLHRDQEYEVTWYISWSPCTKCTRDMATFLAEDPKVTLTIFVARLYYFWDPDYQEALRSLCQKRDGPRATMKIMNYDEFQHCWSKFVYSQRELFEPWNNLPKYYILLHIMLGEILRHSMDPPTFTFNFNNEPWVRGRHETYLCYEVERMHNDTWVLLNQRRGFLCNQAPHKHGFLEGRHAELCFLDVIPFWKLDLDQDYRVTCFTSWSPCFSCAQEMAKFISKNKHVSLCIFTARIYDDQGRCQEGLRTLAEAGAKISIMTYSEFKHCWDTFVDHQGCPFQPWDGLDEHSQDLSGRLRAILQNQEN
Starred values were filed as active, the others as inactive.

canonical_smiles | hIAP block | mIAP inh | MIN6 prolif | tim10-1 inh | mIAP activ | A3G deaminase | TIM10 inh | NLRP3 yeast inh | A3A deaminase
O=C(Nc1ccnn1C1CCN(Cc2cccc(OCCO)c2)CC1)C1CCCC1 | -37.6 | -9.1 | -3.8 | -15.2 | 1.09 | -6.5 | -2.4 | 16.9 | -6.9
COc1cc(CNC2CCCCCCC2)cc(Cl)c1OCC(N)=O | -11.0 | 15.8 | 0.1 | -10.3 | 0.842 | -4.5 | -10.7 | 13.5 | -1.4
COC(=O)c1cc(C(=O)c2cc(Br)ccc2O)coc1=N | 0.4 | -2.9 | -2.5 | 6.0 | 1.03 | -5.7 | -11.7 | -3.0 | 0.1
CCOc1ccccc1NC(=O)C1(S(=O)(=O)c2ccc(Cl)cc2)CC1 | 17.6 | 7.7 | -1.9 | 8.9 | 0.923 | -4.2 | 20.4 | 18.2 | -3.0
c1ccc(COC2CCCN(Cc3nc(Cc4ccccc4)no3)C2)cc1 (stereo not drawn) | 10.1 | -3.9 | -0.5 | 35.3 | 1.04 | -0.9 | 1.3 | -4.2 | 1.7
O=C(Cn1c(-c2cscn2)nc2ccccc21)Nc1ccc(Cl)cc1 | 16.8 | -28.9 | -2.8 | -8.7 | 1.29 | -4.2 | -4.2 | -0.1 | -1.4
Cc1ccc(/C(=N\O)c2oc3c(C)c4oc(=O)cc(C)c4cc3c2C)cc1 | 0.2 | 10.2 | -5.7 | 27.1 | 0.898 | -1.9 | 15.0 | 17.1 | 1.4
Cc1ccc(CSc2ccc(-c3ccco3)nn2)cc1 | -9.3 | 9.9 | -1.5 | -17.8 | 0.901 | 0.6 | 16.8 | 9.9 | 2.7
CCOc1cc(NC(=O)C2CCCCC2)c(OCC)cc1NC(=O)c1ccco1 | -3.1 | -2.8 | -3.0 | 6.5 | 1.03 | -4.8 | -27.1 | 9.4 | -2.0
Cc1cc(NC(=O)/C=C/C(=O)N(c2ccccc2C)C(C(=O)NC2CCCC2)c2ccc(F)cc2)no1 (stereo not drawn) | -14.6 | -2.7 | -4.2 | 12.4 | 1.03 | -4.0 | 21.7 | -0.4 | -1.6
Cc1ccc2cc(CN(CCCO)S(=O)(=O)c3cccc4nsnc34)c(=O)[nH]c2c1C | 1.8 | -3.2 | 2.3 | 7.0 | 1.03 | -2.3 | 4.8 | 15.5 | 0.9
O=C(NC(=S)Nc1ccccc1N1CCCCC1)c1ccco1 | -3.0 | 14.8 | 0.0 | 49.1* | 0.852 | -5.3 | 52.4* | -43.5 | -0.6
COc1ccc(C(=O)NCC2CCCN2S(=O)(=O)c2cccs2)cc1OC (stereo not drawn) | 3.0 | 4.0 | -2.4 | -15.2 | 0.96 | -8.3 | -4.6 | 0.2 | -3.2
CC(=O)Nc1ccc(N(C(=O)c2ccco2)C(C(=O)NC2CCCC2)c2ccc(N3CCOCC3)cc2)cc1 (stereo not drawn) | -28.4 | -0.3 | 0.9 | 4.3 | 1 | -0.2 | -1.0 | 0.7 | 1.0
O=C(NCCNS(=O)(=O)c1ccc(C(F)(F)F)cc1)N1CCOCC1 | 3.3 | 14.0 | -2.8 | -1.4 | 0.86 | -11.6 | 7.8 | 14.7 | -1.9
CC(C)(C)NC(NC(=O)Cc1ccccc1)C(Cl)(Cl)Cl (stereo not drawn) | -21.7 | -8.0 | -3.0 | 21.7 | 1.08 | -4.3 | -18.0 | 16.5 | -0.7
COc1ccc(-c2ccc(C#N)c(SCC(=O)Nc3sc4c(c3C#N)CCC4)n2)cc1 | 0.8 | 5.9 | -1.8 | 31.0 | 0.941 | -5.2 | 4.9 | 15.2 | -0.8
CSc1ncc(CN2CCCCC2C(=O)Nc2ccc(Oc3ccccc3)nc2)cn1 (stereo not drawn) | -15.9 | -2.1 | -1.0 | -0.9 | 1.02 | -4.6 | -8.2 | 6.6 | -3.3
COc1ccccc1CCC(=O)NNC(=O)c1ccccc1 | -18.6 | -4.7 | 0.7 | 3.9 | 1.05 | -8.9 | 2.7 | 16.2 | -0.9
C=CCNS(=O)(=O)c1ccc2nsnc2c1 | 8.6 | -0.6 | -0.9 | 20.9 | 1.01 | -5.3 | 17.8 | 7.5 | -4.2
CCC(C)NC(=O)C(Cc1ccccc1)NS(=O)(=O)c1ccc2c(c1)oc(=O)n2C (stereo not drawn) | 23.4 | -4.8 | -5.5 | -18.8 | 1.05 | -4.6 | -2.5 | -1.1 | -3.5
S=c1[nH]nc(CN2CCCCC2)n1Cc1ccccc1 | 6.1 | -10.4 | 8.0* | 16.9 | 1.1 | 8.4 | -13.4 | 13.9 | -1.3
Cc1nn(-c2cccc(Cl)c2)c2nc(C(F)(F)F)[nH]c(=O)c12 | 13.1 | 3.9 | -2.8 | 24.9 | 0.961 | -2.7 | 4.5 | 17.7 | -2.3
CCC1CN(S(=O)(=O)c2ccc3c(c2)NC(=O)CC(=O)N3)c2cc(Cl)ccc2O1 (stereo not drawn) | -4.6 | -8.4 | -5.4 | 12.9 | 1.08 | 2.7 | 10.8 | 5.0 | 3.3
CCOC(=O)C1C(c2cccs2)NC(=O)N(C)C1(O)C(F)(F)F (stereo not drawn) | -6.0 | 5.1 | -1.1 | 7.0 | 0.949 | -3.7 | 10.9 | 2.8 | -2.5
CCN(c1ccc(OC)cc1)S(=O)(=O)c1ccc(-c2cc(C)no2)s1 | -10.2 | 16.3 | -1.2 | 1.4 | 0.837 | -5.3 | -21.4 | 29.7 | -2.4
O=C(Nc1ccc2nc3n(c(=O)c2c1)CCCC3)c1ccc(Cl)nc1 | 3.0 | -15.2 | 1.9 | -32.5 | 1.15 | -5.3 | -2.5 | 0.5 | -2.2
COc1ccc(OC)c(C2N(c3ccc(Cl)cc3)C(=O)C3CCCN32)c1 (stereo not drawn) | -4.0 | -0.8 | -2.6 | 22.4 | 1.01 | -2.6 | 2.0 | 12.7 | -3.2
CCC1SC2=NC(C)=C(C(=O)OCCOC)C(/C=C/c3ccccc3OC)N2C1=O (stereo not drawn) | -8.8 | 2.8 | -3.2 | 24.8 | 0.972 | 0.4 | 31.3 | 16.2 | 1.9
O=C(Nc1ccc(Cl)cc1)Nc1ccc2c(c1)OCO2 | 2.5 | -50.6 | -2.3 | -0.1 | 1.51 | -2.7 | 6.0 | 18.3 | -1.8
O=C(CN(CCc1ccccc1)C(=O)Cn1nnc(-c2cccs2)n1)NCc1ccco1 | -16.4 | -10.0 | 0.2 | 3.4 | 1.1 | 1.1 | -3.7 | 8.0 | 1.0
COCCOC(=O)C1=C(C)NC(SCC(=O)NC(C)(C)C)=C(C#N)C1c1ccco1 (stereo not drawn) | 3.5 | -8.7 | 0.5 | 14.0 | 1.09 | -2.2 | 0.6 | 4.5 | 1.1
CCOCc1cnc(C)nc1NCC(=O)c1c(C)[nH]c2cc(C)ccc12 | 9.5 | 4.0 | -0.7 | -4.3 | 0.96 | 27.4 | -10.1 | 9.5 | 55.8*
C=CCN(C(=O)c1csnn1)C(C(=O)NC(C)(C)C)c1ccncc1 (stereo not drawn) | 3.3 | -12.4 | -1.0 | -0.9 | 1.12 | -6.4 | 1.8 | 12.6 | 0.8
Nn1c(SCC(=O)Nc2cc(C(F)(F)F)ccc2Cl)nncc1=O | -7.9 | 8.1 | -5.3 | -4.1 | 0.919 | -10.5 | 0.6 | 13.6 | -3.3
Cc1ccc(-c2nnn(CC(=O)NC3CCN(Cc4ccccc4)CC3)n2)cc1 | -3.7 | -10.0 | -3.4 | 14.4 | 1.1 | 2.0 | -2.9 | 11.5 | 0.2
CCC1CCCCN1Cc1nc2ccccc2c(=O)n1CC(C)=O (stereo not drawn) | 2.4 | -3.4 | -2.5 | 2.9 | 1.03 | 0.2 | -6.8 | 11.1 | 6.0
CCOC(=O)C1(Cc2ccccc2C(F)(F)F)CCN(CC(O)CO)CC1 (stereo not drawn) | 1.6 | -3.4 | -2.4 | 2.0 | 1.03 | 2.0 | -0.9 | -1.8 | 1.1
CCN1C(=O)[C@H]2[C@@H](c3ccc(-c4ccc(OC)cc4)c(OC)c3)N3CCCC[C@@]3(C(=O)OC)[C@H]2C1=O | -12.1 | -0.6 | -8.4 | 18.4 | 1.01 | -13.3 | 17.6 | 4.6 | -6.3
CCCC/C(C)=N/NC(=O)c1cn(-c2ccccc2)nc1-c1ccccc1 | 4.3 | -5.1 | -1.6 | 31.1 | 1.05 | -4.5 | 16.6 | 7.8 | -2.3
COc1cccc(N2CCN(C(=O)c3ccc(Cl)c(NC4=NC5CS(=O)(=O)CC5S4)c3)CC2)c1 (stereo not drawn) | -2.1 | -1.3 | 0.9 | -0.7 | 1.01 | -0.6 | 15.4 | 10.8 | -6.4
COc1ccc(CC(=O)Nc2ccc(C(=O)NC(C)(C)C)cc2)cc1OC | 3.2 | -5.5 | -2.6 | 7.5 | 1.05 | -9.8 | 9.0 | 7.0 | 2.8
C[C@@H](C(=O)Nc1ccc(SC(F)F)cc1)N1C(=O)C2CCCCC2C1=O (stereo partly drawn) | 10.6 | -9.8 | -1.8 | 21.8 | 1.1 | -4.1 | 19.4 | 10.4 | -1.8
COc1ccc(-c2cc(C(=O)NCCCN3CCOCC3)c3cc(C(C)C)ccc3n2)cc1 | -15.7 | 7.8 | -3.9 | 30.4 | 0.922 | -4.1 | 15.9 | 14.4 | -4.9
CCOP(=O)(OCC)/C(=C/N1CCCCC1)NC(=O)c1ccccc1 | -11.7 | 3.8 | -1.9 | -0.6 | 0.962 | -6.8 | 2.5 | 15.5 | -4.5
Cc1[nH]nc(N=CC2=C(O)CC(C)(C)CC2=O)c1-c1ccccc1 | 1.2 | 0.7 | -1.8 | 32.7 | 0.993 | -6.0 | 21.9 | -2.3 | 1.6
CCCCOC(=O)c1ccc(N=Nc2c(C)c(C#N)c(O)[nH]c2=O)cc1 | -17.1 | 13.1 | -1.6 | 11.9 | 0.869 | -1.2 | -2.5 | 7.6 | 1.6
O=C(O)CC/C(=N\Nc1ccc([N+](=O)[O-])cc1S(=O)(=O)N1CCOCC1)c1cccs1 | 6.6 | 17.0 | -1.9 | -1.5 | 0.83 | -5.9 | 3.5 | 18.5 | -0.8
O=C(Nc1cccnc1)c1cc(Br)c(Br)s1 | 5.1 | 5.8 | -1.9 | -4.9 | 0.942 | -9.1 | 10.2 | 9.3 | 0.0

A second format for three compounds above:
Values in the order – hIAP block	mIAP inh	MIN6 prolif	tim10-1 inh	mIAP activ	A3G deaminase	TIM10 inh	NLRP3 yeast inh	A3A deaminase
CCOP(=O)(OCC)/C(=C/N1CCCCC1)NC(=O)c1ccccc1
 : -11.7	3.8	-1.9	-0.6	0.962	-6.8	2.5	15.5	-4.5
Cc1[nH]nc(N=CC2=C(O)CC(C)(C)CC2=O)c1-c1ccccc1
 : 1.2	0.7	-1.8	32.7	0.993	-6.0	21.9	-2.3	1.6
CCCCOC(=O)c1ccc(N=Nc2c(C)c(C#N)c(O)[nH]c2=O)cc1
 : -17.1	13.1	-1.6	11.9	0.869	-1.2	-2.5	7.6	1.6
